High-throughput results from PubChem.
EZH2 inh: blocks human EZH2/PRC2 H3K27 methylation; DELFIA TRF, 1 h; 57,000 tested, 0.35% active; inhibition, % at 12.5 µM; Q15910;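 active means mean inhibition of replicates at least 50% and every single replicate also reaching 50%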;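 further: dimethyl H3K27 on biotinylated H3 21-44 peptide detected by antibody; plate controls were median neutral control wells for no effect and median positive control wells for full effect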
Target sequence (Q15910 whole entry, looked up): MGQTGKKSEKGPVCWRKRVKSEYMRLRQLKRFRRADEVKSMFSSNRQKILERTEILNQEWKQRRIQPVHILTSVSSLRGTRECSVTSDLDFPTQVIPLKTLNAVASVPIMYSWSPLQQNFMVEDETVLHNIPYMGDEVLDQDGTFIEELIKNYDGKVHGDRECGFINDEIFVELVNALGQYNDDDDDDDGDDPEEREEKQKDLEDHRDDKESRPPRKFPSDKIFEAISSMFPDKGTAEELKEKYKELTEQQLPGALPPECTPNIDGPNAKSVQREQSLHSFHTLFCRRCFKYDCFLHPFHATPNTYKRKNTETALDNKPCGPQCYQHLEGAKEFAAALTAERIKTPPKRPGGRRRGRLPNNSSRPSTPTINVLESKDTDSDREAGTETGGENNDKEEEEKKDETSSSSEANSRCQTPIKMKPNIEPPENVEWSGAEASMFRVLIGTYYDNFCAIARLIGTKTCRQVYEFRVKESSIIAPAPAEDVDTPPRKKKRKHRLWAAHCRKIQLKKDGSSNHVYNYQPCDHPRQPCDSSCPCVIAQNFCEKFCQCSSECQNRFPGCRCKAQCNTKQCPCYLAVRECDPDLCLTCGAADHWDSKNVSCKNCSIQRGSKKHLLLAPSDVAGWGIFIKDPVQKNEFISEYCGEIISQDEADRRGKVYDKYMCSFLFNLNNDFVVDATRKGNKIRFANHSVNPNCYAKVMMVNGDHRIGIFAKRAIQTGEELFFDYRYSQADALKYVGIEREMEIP
IDH1 R132H inh: IDH1 R132H (human) inhibition; AID 624101; inhibition, % at 10 µM; O75874; IDH1 R132H reductase, diaphorase/resazurin fluorescence, 60 min; 70,000 tested, 0.18% active; in the data active means inhibition above about 34%;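 further: 0% = DMSO and 100% = no enzyme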
* hit, by the source's call; / = not tested or not shown; & = joins results of further samples.

entry	canonical_smiles	EZH2 inh	IDH1 R132H inh
1	C[C@@H]1CN([C@H](C)CO)C(=O)c2cc(C#CCN(C)C)cnc2O[C@@H]1CN(C)Cc1ccncc1	1	2.7
2	C[C@H](CO)N1C[C@H](C)[C@@H](CN(C)S(=O)(=O)c2ccc(F)cc2)OCCCC[C@H](C)Oc2ccc(NS(=O)(=O)c3ccc(F)cc3)cc2C1=O	/	-0.2
3	COc1ccc(-c2csc(Cc3nc(-c4cc5ccccc5oc4=O)cs3)n2)cc1	9	0.1
4	CCn1c(SCC(=O)Nc2cc(C)ccc2OC)nnc1-c1ccc(Cl)cc1	2	0.0
5	Cc1noc(C)c1NC(=O)N(C)C[C@@H]1OCCCC[C@H](C)Oc2ccc(NC(=O)Cc3ccccc3)cc2C(=O)N([C@@H](C)CO)C[C@@H]1C	/	2.0
6	CO[C@@H]1CN(C)C(=O)c2cc(NC(=O)Nc3ccc(Cl)cc3)ccc2OC[C@H](C)N(C)C[C@H]1C	5	0.0
7	C[C@@H]1CN([C@@H](C)CO)S(=O)(=O)c2ccc(-c3ccncc3)cc2O[C@@H]1CN(C)C(=O)CN(C)C	5	-3.2
8	O=C(N[C@@H]1C=C[C@@H](CC(=O)N2CCC(Cc3ccccc3)CC2)O[C@@H]1CO)c1cnccn1	2	0.0
9	COc1cc(OC)c(NC(=O)CN(C)S(=O)(=O)c2ccc(C)cc2)cc1Cl	17	0.5
10	C[C@@H]1CCCCO[C@H](CN(C)S(=O)(=O)c2ccc(F)cc2)[C@@H](C)CN([C@H](C)CO)C(=O)c2cc(NS(=O)(=O)c3ccccc3)ccc2O1	/	3.0
11	COc1ccccc1NC(=O)c1c(NC(=O)COc2ccccc2)sc(C)c1C	-20	0.2
12	C[C@@H]1CCCCO[C@@H](CN(C)Cc2ccc(C(=O)O)cc2)[C@@H](C)CN([C@H](C)CO)C(=O)c2cc(NC(=O)CCC(F)(F)F)ccc2O1	/	-0.7

The closing five records of the section above lead into the next.
entry	canonical_smiles	EZH2 inh	IDH1 R132H inh
8	O=C(N[C@@H]1C=C[C@@H](CC(=O)N2CCC(Cc3ccccc3)CC2)O[C@@H]1CO)c1cnccn1	2	0.0
9	COc1cc(OC)c(NC(=O)CN(C)S(=O)(=O)c2ccc(C)cc2)cc1Cl	17	0.5
10	C[C@@H]1CCCCO[C@H](CN(C)S(=O)(=O)c2ccc(F)cc2)[C@@H](C)CN([C@H](C)CO)C(=O)c2cc(NS(=O)(=O)c3ccccc3)ccc2O1	/	3.0
11	COc1ccccc1NC(=O)c1c(NC(=O)COc2ccccc2)sc(C)c1C	-20	0.2
12	C[C@@H]1CCCCO[C@@H](CN(C)Cc2ccc(C(=O)O)cc2)[C@@H](C)CN([C@H](C)CO)C(=O)c2cc(NC(=O)CCC(F)(F)F)ccc2O1	/	-0.7
13	O=C(CCCCCCC(=O)Nc1ccccc1O)N/N=C/c1ccc2ccccc2c1O	19	/
14	C[C@H](O)C#Cc1ccc2c(c1)O[C@@H](CN(C)C(=O)CN(C)C)[C@H](C)CN([C@@H](C)CO)S2(=O)=O	2	0.3
15	CC(C)CC#Cc1ccc2c(c1)O[C@H](CN(C)C(=O)Nc1ccccc1F)[C@H](C)CN([C@H](C)CO)S2(=O)=O	-12	-5.0
16	COc1ccccc1C#Cc1ccc2c(c1)O[C@@H](CN(C)Cc1ccncc1)[C@@H](C)CN([C@@H](C)CO)S2(=O)=O	/	-0.3
17	O=C(Cn1c2ccccc2n2nc(-c3ccccc3)nc12)c1ccccc1	-7	0.4
18	O=C(NCC[C@@H]1CC[C@H](NS(=O)(=O)Cc2ccccc2)[C@H](CO)O1)C1CC1	-2	-0.2
19	C[C@@H]1CN([C@@H](C)CO)S(=O)(=O)c2ccc(C#Cc3ccc(F)cc3)cc2O[C@@H]1CN(C)C	-12	0.2
20	C[C@H]1CN([C@@H](C)CO)C(=O)Cc2cc(N(C)C)ccc2O[C@@H]1CN(C)S(=O)(=O)c1ccccc1	-5	-2.2
21	Cc1ccc(-n2c(C)nnc2SCC(=O)Nc2cccc(C(F)(F)F)c2)cc1	-7	0.2
22	O=C(COc1ccc(S(=O)(=O)N2CCCC2)cc1Cl)Nc1ccc2c(c1)OCCO2	-4	0.1
23	CCO[C@@H]1OC(C(=O)Nc2ccccc2)=C[C@H](c2cn(C(C)=O)c3ccccc23)[C@H]1CCCO	2	/
24	C[C@@H]1CN([C@@H](C)CO)C(=O)c2cc(NC(=O)CCC(F)(F)F)ccc2O[C@@H](C)CCCCO[C@@H]1CN(C)Cc1ccncc1	4	/
25	Cc1cc2nc(SCc3nc4ccccc4[nH]3)[nH]c2cc1C	3	0.2
26	C[C@@H]1CN([C@H](C)CO)S(=O)(=O)c2ccc(C#Cc3ccc(F)cc3)cc2O[C@H]1CN(C)S(C)(=O)=O	-3	0.0
27	COc1cccc(S(=O)(=O)N[C@H]2CC[C@H](CC(=O)NCc3ccc(F)cc3)O[C@H]2CO)c1	11	0.5
28	CCCNC(=O)N(C)C[C@H]1Oc2ncc(C#CC3CCCCC3)cc2C(=O)N([C@H](C)CO)C[C@H]1C	0	/
29	C[C@H]1CN([C@@H](C)CO)C(=O)Cc2cc(NS(=O)(=O)c3ccc(F)cc3)ccc2O[C@@H]1CN(C)CC1CCCCC1	/	-0.5
30	O=c1c(OC2OCC(O)C(O)C2O)c(-c2ccc(O)c(O)c2)oc2cc(O)cc(O)c12 (stereo not given)	99*	-1.4
31	CO[C@@H]1CN(C)C(=O)c2cc(NC(C)=O)ccc2OC[C@@H](C)N(C(=O)C2CCOCC2)C[C@@H]1C	11	0.2
32	C[C@@H]1CCCCO[C@@H](CN(C)S(C)(=O)=O)[C@H](C)CN([C@H](C)CO)C(=O)c2cc(NC(=O)Nc3cccc4ccccc34)ccc2O1	/	-11
33	Cc1noc(C)c1S(=O)(=O)Nc1ccc2c(c1)C(=O)N([C@@H](C)CO)C[C@H](C)[C@@H](CN(C)Cc1ccc(C(F)(F)F)cc1)O2	2	/
34	C[C@H]1CN([C@@H](C)CO)C(=O)c2cc(Br)cnc2O[C@H]1CN(C)C(=O)Nc1ccccc1	4	-0.2
35	CO[C@@H]1CN(C)C(=O)c2cc(NC(=O)c3cccc(F)c3)ccc2OC[C@H](C)N(CC2CC2)C[C@H]1C	-5	-0.1
36	O=C(NCC[C@H]1CC[C@H](NS(=O)(=O)c2ccc(F)cc2)[C@@H](CO)O1)Nc1ccc(F)cc1	-16	-0.1
37	O=C(C[C@@H]1C=C[C@@H](NC(=O)C2CCC2)[C@@H](CO)O1)NCCCN1CCOCC1	0	0.2
38	COCC(=O)N1C[C@H](C)[C@@H](OC)CN(C)C(=O)c2cc(NC(=O)Nc3ccccc3)ccc2OC[C@@H]1C	14	-0.1
39	COC(=O)[C@@H]1N=C(c2ccc(OCCCO)cc2)O[C@@H]1c1ccccc1N=[N+]=[N-]	-15	0.2
40	C[C@H](CO)N1C[C@H](C)[C@H](CN(C)C)OCCCC[C@H](C)Oc2ccc(NS(=O)(=O)c3cccs3)cc2C1=O	/	0.3
41	C[C@H](O)C#Cc1cnc2c(c1)C(=O)N([C@@H](C)CO)C[C@@H](C)[C@H](CN(C)CC1CCOCC1)O2	4	/
42	COc1ccc(NC(=O)Nc2ccc3c(c2)C(=O)N([C@@H](C)CO)C[C@H](C)[C@@H](CN(C)CC2CCCCC2)O3)cc1	-11	/
43	Cc1ccc(-c2cnc3c(c2)C(=O)N([C@@H](C)CO)C[C@H](C)[C@@H](CN(C)C(=O)c2ccccc2)O3)cc1	/	-0.2
44	CCOC(=O)c1c(NC(=S)Nc2nc(C)cc(C)n2)sc(C)c1-c1ccccc1	-5	2.2
45	COCC(=O)Nc1ccc2c(c1)OC[C@H](C)N(CCc1ccccc1)C[C@@H](C)[C@H](OC)CN(C)C2=O	-7	-0.2
46	Cc1cc(C(=O)Nc2cccc3c2O[C@@H](CN(C)C(=O)Nc2ccc(F)cc2)[C@@H](C)CN([C@@H](C)CO)C3=O)n(C)n1	6	/
47	CC(=O)c1cccc(N(CC(=O)Nc2cccnc2)S(C)(=O)=O)c1	-11	0.2
48	O=C(N[C@H]1CC[C@H](CCNS(=O)(=O)c2ccc(F)cc2)O[C@@H]1CO)c1cnccn1	2	-0.2
49	CO[C@H]1CN(C)C(=O)c2cc(NC(=O)Nc3cc(F)ccc3F)ccc2OC[C@@H](C)N(C(=O)c2ccccn2)C[C@@H]1C	8	0.0
50	COc1ccc(C(=O)Cn2c3ccccc3n3nc(-c4cccs4)nc23)cc1OC	-9	-0.2
51	COc1cc(C)c(S(=O)(=O)NCc2cccnc2)cc1C	1	0.6
52	Cc1cc(=O)[nH]c(SCc2nc3ccc([N+](=O)[O-])cc3[nH]2)n1	7	-0.2
53	CO[C@H]1CN(C)C(=O)c2cc(NC(=O)c3ccccc3)ccc2OC[C@H](C)N(CC2CC2)C[C@@H]1C	-1	/
54	O=C(N/N=C/c1ccc(Br)cc1)c1ccccn1	0	0.1
55	C[C@H](CO)N1C[C@H](C)[C@@H](CN(C)S(=O)(=O)c2cn(C)cn2)Oc2ncc(Br)cc2C1=O	4	/
56	Nc1c(S(=O)(=O)O)cc(Nc2cccc3ccccc23)c2c1C(=O)c1ccccc1C2=O	82*	-5.9
57	C[C@H](CO)N1C[C@H](C)[C@H](CN(C)Cc2ccc(Cl)c(Cl)c2)Oc2c(NS(=O)(=O)c3ccc(Cl)cc3)cccc2C1=O	/	3.3
58	C/C=C1\C2C=C(C)CC1(N)c1ccc(=O)[nH]c1C2 (stereo not given)	/	1.3
59	Cc1noc(C)c1S(=O)(=O)N(C)C[C@H]1Oc2ccc(NC(=O)Nc3cccc4ccccc34)cc2CC(=O)N([C@@H](C)CO)C[C@H]1C	/	-1.4
60	CO[C@@H]1CN(C)C(=O)c2ccc(NC(=O)c3ccccn3)cc2OC[C@@H](C)N(C(=O)C2CCCC2)C[C@H]1C	-3	0.0
61	Cc1ccc(S(=O)(=O)N[C@@H]2CC[C@H](CCNC(=O)C3CCCC3)O[C@H]2CO)cc1	8	-0.3
62	Cc1noc(C)c1S(=O)(=O)Nc1ccc2c(c1)C(=O)N([C@@H](C)CO)C[C@H](C)[C@@H](CN(C)S(=O)(=O)c1ccc(F)cc1)OCCCC[C@@H](C)O2	/	1.2
63	CCOC(=O)CN1C(=O)C(O)(c2c(C)[nH]c3ccccc23)c2ccccc21 (stereo not given)	-12	0.2
64	C[C@H]1CN([C@@H](C)CO)C(=O)Cc2cc(NC(=O)c3ccncc3)ccc2O[C@@H]1CN(C)Cc1ccc(C(=O)O)cc1	/	4.6
65	O=C(C[C@H]1CC[C@H](NC(=O)c2ccncc2)[C@@H](CO)O1)NCC1CC1	-1	0.2
66	C[C@@H]1CN([C@H](C)CO)C(=O)c2cc(NC(=O)C3CC3)ccc2O[C@H]1CN(C)C(=O)Nc1ccc(F)cc1	-2	-0.5
67	C[C@@H]1CN([C@@H](C)CO)C(=O)c2cc(C#CC3(O)CCCC3)cnc2O[C@H]1CN(C)C(=O)Nc1ccc2c(c1)OCO2	1	0.1
68	O=C(CCN1CCCCC1)N[C@H]1CC[C@@H](CCn2cc(-c3cccc(F)c3)nn2)O[C@@H]1CO	4	-0.1
69	CCC1(C)Cc2c(sc3nc(SC)nc(SCC(=O)Nc4cccc(Cl)c4)c23)CO1 (stereo not given)	6	-0.2
70	CC(C)NC(=O)N(C)C[C@@H]1OCCCC[C@@H](C)Oc2ccc(NC(=O)c3ccncc3)cc2C(=O)N([C@H](C)CO)C[C@H]1C	-3	20
71	Cc1ccc(NC(=O)CCC(=O)O)cc1F	6	1.0
72	COc1cccc(S(=O)(=O)N[C@H]2CC[C@H](CCn3cc(-c4ccc(F)cc4)nn3)O[C@@H]2CO)c1	-5	-0.2

Reformatted with values under each structure: entries from further up.
Results follow in this order: EZH2 inh	IDH1 R132H inh
68	O=C(CCN1CCCCC1)N[C@H]1CC[C@@H](CCn2cc(-c3cccc(F)c3)nn2)O[C@@H]1CO
→ 4	-0.1
69	CCC1(C)Cc2c(sc3nc(SC)nc(SCC(=O)Nc4cccc(Cl)c4)c23)CO1 (stereo not given)
→ 6	-0.2
67	C[C@@H]1CN([C@@H](C)CO)C(=O)c2cc(C#CC3(O)CCCC3)cnc2O[C@H]1CN(C)C(=O)Nc1ccc2c(c1)OCO2
→ 1	0.1

The list continues:
entry	canonical_smiles	EZH2 inh	IDH1 R132H inh
73	O=C(Cc1ccncc1)Nc1ccc2c(c1)[C@@H]1C[C@H](CC(=O)N3CCCCC3)O[C@@H](CO)[C@@H]1O2	7	0.9
74	Cc1noc(C)c1NC(=O)Nc1ccc2c(c1)CC(=O)N([C@@H](C)CO)C[C@@H](C)[C@@H](CN(C)S(=O)(=O)c1cn(C)cn1)O2	/	1.1
75	O=c1c2ccccc2[nH]c(=S)n1CCCN1CCN(Cc2ccccc2)CC1	2	-0.7
76	CO[C@@H](C(=O)N(C)C[C@@H]1OCc2ccccc2-c2ccccc2C(=O)N([C@@H](C)CO)C[C@H]1C)c1ccccc1	6	/
77	C[C@@H]1CN([C@@H](C)CO)C(=O)c2cc(NC(=O)Nc3cccc4ccccc34)ccc2O[C@H]1CN(C)Cc1ccc(C(=O)Nc2ccccc2N)cc1	-38	/
78	CCC(=O)N[C@H]1C=C[C@@H](CC(=O)NCc2ccccc2F)O[C@@H]1CO	-9	0.1
79	CC1CCC2(OC1)OC1CC3C4CC=C5C[C@@H](O)CC(O)[C@]5(C)C4CC[C@]3(C)C1C2C (stereo not given in full)	/	-0.4
80	C[C@H](CO)N1C[C@H](C)[C@H](CN(C)C(=O)Nc2ccc3c(c2)OCO3)Oc2ncc(-c3ccccc3)cc2C1=O	/	-0.7&-0.4
81	C[C@H]1CN([C@@H](C)CO)C(=O)c2cccc(NC(=O)Nc3ccccc3)c2O[C@@H]1CN(C)S(=O)(=O)c1ccc(F)cc1	0	1.8
82	CS(=O)(=O)Nc1ccc2c(c1)[C@H]1C[C@H](CC(=O)NC3CCCC3)O[C@H](CO)[C@H]1O2	2	0.4
83	COc1ccc(CN(C)C[C@H]2Oc3ccc(NS(=O)(=O)c4ccc(C)cc4)cc3CC(=O)N([C@@H](C)CO)C[C@H]2C)cc1	/	2.2

Not all compounds are listed; count on the stated rates, not on these rows.
